# Rac1 wt GTP bind: human Rac1 wildtype GTP binding, inhibitors and activators | P63000 | GST-Rac1 beads, fluorescent GTP binding, flow cytometry; actives lie on both sides; 0 = cold GTP competed, 100 = untreated | GTP binding activity (% of control), % at 10 µM | hit rate 0.27% among 190,000;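 active = GTP binding activity at least 20 points away from the 100% control level, either lower or higher; inconclusive = compound flagged as likely green fluorescent, judged across all proteins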
# Pf gamet viab: inhibitors of late stage P. falciparum gametocyte viability; P. falciparum stage V gametocytes, ATP luminescence, 24 h; inhibition, % at 10.9 µM; hit rate 0.065% among 150,000; AID 743093;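 active = inhibition above the mean plus 3 SD of compounds within the control limits, set per campaign, cut at about 38% in these data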;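 also: 0% = DMSO wells and 100% = medium only without gametocytes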
# GSH fluor: compound fluoresces at 488/530 nm on GSH beads; hit rate 0.25% among 190,000; fluorescence (KMESF) at 10 µM; AID 1776; GSH beads flow cytometry, compound fluorescence 488/530 nm; hits give high values; in the data active = fluorescence above about 89;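 also: glutathione beads carrying GST-tagged Bcl family fusion proteins plus one bare bead set; values are compound well signal with DMSO vehicle wells as background; inactives centre near 16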
# Mcl1-Bid inh: disrupts binding of human Mcl-1 to Bid peptide | Q07820 | TR-FRET Mcl-1/Bid-Dy647 peptide binding, 1536-well | inhibition, % at 21.7 µM | hit rate 0.97% among 220,000 | AID 1021;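 active = compounds that cut the binding signal by more than half at the single screening dose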;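 also: His-tagged Mcl-1 with europium anti-His antibody binding Bid BH3 peptide; 0% = Mcl-1 plus peptide wells and 100% = peptide-only wells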
# Target sequence (Q07820 whole entry, looked up): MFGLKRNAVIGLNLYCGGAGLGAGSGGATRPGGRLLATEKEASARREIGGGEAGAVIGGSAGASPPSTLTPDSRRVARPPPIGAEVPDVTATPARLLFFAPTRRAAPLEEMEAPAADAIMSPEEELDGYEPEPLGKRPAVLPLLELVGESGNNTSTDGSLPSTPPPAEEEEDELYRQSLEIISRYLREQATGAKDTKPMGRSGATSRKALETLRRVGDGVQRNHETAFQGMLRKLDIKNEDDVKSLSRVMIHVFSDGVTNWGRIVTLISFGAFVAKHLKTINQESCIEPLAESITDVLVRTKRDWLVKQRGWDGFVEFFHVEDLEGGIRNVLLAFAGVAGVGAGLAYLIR
# Rab7 wt GTP bind: alters GTP binding to wildtype dog Rab7; GST-Rab7 beads, fluorescent GTP binding, flow cytometry; actives lie on both sides; untreated = 100%, excess cold GTP = 0%; GTP binding activity (percent of control), % at 10 µM; hit rate 0.055% among 190,000;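 active = fluorescent GTP binding to Rab7 beads changed by at least 20 points from the 100% baseline, either direction, mostly lower; inconclusive = compound itself probably fluorescent, or too few beads counted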;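 also: median green fluorescence of bound Bodipy-FL-GTP per Rab7 bead population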
# Avidin fluor: avidin bead compound fluorescence profile; Avidin beads, compound fluorescence 488/530 nm, flow cytometry; hits give high values; fluorescence (KMESF) at 10 µM; hit rate 0.38% among 220,000; AID 1775; in the data active = fluorescence above about 47; also: inactives centre near 10
# Rab2 wt GTP: changes GTP binding to wildtype dog Rab2A, up or down. P61105. GST-Rab2 wt beads, Bodipy-GTP binding, flow cytometry. GTP binding activity, % at 10 µM. hit rate 0.19% among 190,000. AID 760;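 active = GTP binding activity at least 20 points away from 100%, either lowered or raised; inconclusive = signal likely due to the compound's own green fluorescence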;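 also: 0% = beads with excess unlabeled GTP and 100% = no-compound control corrected for plate trend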
# Rac1 mut GTP: modulators of GTP binding to human Rac1 activated mutant. P63000. GST-Rac1 activated beads, fluorescent GTP binding, flow cytometry; actives lie on both sides; 100% means binding = to untreated wells. percent activity (GTP binding), % at 10 µM. hit rate 0.11% among 190,000;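 active = GTP binding at least 20 percentage points away from the 100% baseline, in either direction, so actives lie on both sides; inconclusive = Compound likely fluorescent itself, or too few beads counted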
# HRas wt GTP: human HRas wildtype GTP binding, change in either direction. hit rate 0.14% among 190,000. GST-Ras wt beads, Bodipy-FL-GTP binding, flow cytometry; actives lie on both sides. GTP binding activity, % at 10 µM;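 active = GTP binding activity at least 20% away from the 100% baseline, either lowered as inhibitor or raised as activator; inconclusive = flagged as likely green fluorescent, judged across all proteins in the well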;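 also: 0% = unlabeled GTP competition control and 100% = no-compound control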
# Target sequence (P01112 whole entry, looked up): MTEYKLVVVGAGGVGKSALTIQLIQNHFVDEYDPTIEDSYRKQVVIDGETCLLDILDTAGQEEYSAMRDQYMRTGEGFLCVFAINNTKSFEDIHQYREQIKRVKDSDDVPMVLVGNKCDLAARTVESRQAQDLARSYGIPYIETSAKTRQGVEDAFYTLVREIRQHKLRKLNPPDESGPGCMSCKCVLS
# Cdc42 wt GTP: modulators (inhibitors or activators) of GTP binding to human Cdc42 wildtype. P60953. hit rate 0.2% among 190,000. GST-Cdc42 beads, Bodipy-GTP binding, flow cytometry; actives lie on both sides. percent activity (GTP binding), % at 10 µM. AID 761;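 active = percent activity GTP binding at least 20 points away from the 100% baseline, either down as inhibitor or up as activator; inconclusive = compound flagged as likely green fluorescent from well-wide comparison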;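 also: median bead fluorescence of bound Bodipy-FL-GTP at 100 nM; 0% = excess unlabeled GTP control and 100% = no compound control; below 100% means less GTP binding so inhibitor and above means activator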
# Target sequence (P60953 whole entry, looked up): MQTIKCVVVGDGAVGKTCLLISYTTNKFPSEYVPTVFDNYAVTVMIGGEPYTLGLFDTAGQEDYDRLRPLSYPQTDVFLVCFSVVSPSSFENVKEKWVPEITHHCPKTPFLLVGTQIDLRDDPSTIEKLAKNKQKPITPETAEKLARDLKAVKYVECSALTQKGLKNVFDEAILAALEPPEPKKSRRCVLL
# Mcl1 Noxa PPI: Mcl-1/Noxa interaction inhibition; inhibition, % at 21.7 µM; hit rate 1.5% among 220,000; Q07820; AID 1022; TR-FRET Mcl-1/Noxa peptide binding, 2 h;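 active = compounds that cut the protein-peptide binding signal by more than 50% relative to plate controls in a single-dose test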;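 also: His-tagged Mcl-1 with rhodamine Noxa BH3 peptide and terbium anti-His antibody; 0% = Mcl-1 plus Noxa peptide wells and 100% = peptide-only wells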
# * = called active by the depositor; u = inconclusive; x = no result given. Outcome played no part in choosing rows (roughly 3% active in at least one column).
no.	smiles	Rac1 wt GTP bind	Pf gamet viab	GSH fluor	Mcl1-Bid inh	Rab7 wt GTP bind	Avidin fluor	Rab2 wt GTP	Rac1 mut GTP	HRas wt GTP	Cdc42 wt GTP	Mcl1 Noxa PPI
1	COc1cccc(/C=C/C(=O)c2c(O)cc(C)oc2=O)c1O	96	x	23	30	101	11	96	97	98	94	32
2	O=C(CCCCCn1c(=S)[nH]c2ccc(N3CCOCC3)cc2c1=O)NCc1ccccc1	98	-2	9	-3	97	26	96	96	97	97	4
3	Cc1sc2nc(SCc3nc4ccccc4[nH]3)n(Cc3ccco3)c(=O)c2c1C	93	15	39	-43	95	12	90	89	97	92	-11
4	COc1ccc(C(=O)n2nc(-c3ccc(OC)cc3)nc2N)cc1	104	17	4	-12	98	12	96	99	99	100	13
5	Cc1nn(-c2cc(C(F)(F)F)ccc2Cl)c2nc(C(F)(F)F)[nH]c(=O)c12	98	12	8	-21	96	4	97	99	99	96	4
6	CC(NC(=O)c1ccco1)C(=O)OCC(=O)c1ccc(Cl)s1 (stereo not given)	102	-3	22	-23	107	4	101	96	101	98	-1
7	Cc1ccccc1CSCc1nc(N)nc(Nc2ccccc2C)n1	92	5	15	-18	95	11	93	93	91	92	-2
8	Cc1ccccc1NC(=O)c1nc2nccc(C)n2n1	100	x	12	-20	108	25	99	100	100	96	-10
9	COc1ccc(NS(=O)(=O)c2coc(C(N)=O)c2)cc1Cl	106	x	13	-1	101	23	103	100	99	105	21
10	COc1cc(NC(=S)N2CCN(C)CC2)c(OC)cc1Cl	100	2	18	-16	96	7	94	95	96	92	9
11	Cc1nc2ncnn2c(C)c1CCC(=O)N1CC(C)CC(C)C1 (stereo not given)	97	x	38	-4	99	2	99	97	98	98	18
12	S=C(NCC1CCCO1)Nc1ccccc1Cl (stereo not given)	107	6	7	-48	99	13	101	102	103	103	10
13	CC1(C)Oc2ccc3ccc(=O)oc3c2-c2cn[nH]c21	100	x	38	-14	101	8	99	97	98	99	25
14	COc1cc(OC)cc(C(=O)NCc2n[nH]c(=S)n2-c2ccccc2OC)c1	108	x	22	-26	101	35	100	98	101	103	3
15	O=S(=O)(NCc1ccccc1)c1cccc2nonc12	103	-5	27	-6	99	12	102	99	100	102	-15
16	CCc1nnc(NS(=O)(=O)c2ccc(N=Cc3c(C)[nH]n(-c4cccc(Cl)c4)c3=O)cc2)s1	u	11	15	-32	u	8	u	u	u	u	26
17	CCCC(N)CCCCCC(=O)O (stereo not given)	98	20	25	-30	92	14	97	99	97	97	-2
18	CC(=O)Nc1ccc2nc(-c3ccccc3)cn2c1	100	-15	21	-3	96	11	99	97	99	99	15
19	CC1CCN(CC(C)CNC(=O)c2cc(-c3ccccn3)nc3ccccc23)CC1 (stereo not given)	107	x	22	1	98	30	100	102	102	106	-1
20	CCOC(=O)c1oc2ccccc2c1CSc1nnnn1-c1ccc(OC)cc1	106	-3	42	-22	104	9	102	97	103	102	-10
21	O=C(COc1ccc(Cl)cc1)Nc1ccc(C(=O)NCc2cccnc2)cc1	104	x	15	-6	97	18	97	100	100	99	4
22	Cc1ccc(-c2nnn(CC(=O)N(CC(=O)NCc3ccccc3)c3cccc(C)c3C)n2)o1	100	x	28	-5	99	14	101	98	102	101	37
23	Fc1ccc(/C=N/Nc2ccccn2)cc1	103	x	3	-37	99	12	100	101	102	103	16
24	O=C(Nc1nc(-c2cccs2)c(C(=O)C(F)(F)F)s1)c1ccco1	98	x	12	-6	98	22	95	95	96	92	8
25	CCn1c(SCc2ccc(OC)cc2)nnc1-c1ccncc1	105	6	39	-9	98	11	99	100	101	104	x
26	O=C(/C=C/c1ccco1)c1ccc(O)cc1	99	x	9	-28	103	18	98	94	99	95	15
27	Cc1ccc(CSc2nnc3nc(C)cc(C)n23)cc1	103	x	13	-23	102	9	104	97	102	102	20
28	Cc1ccc(OCC(=O)NCC(=O)Nc2ccc(F)c(F)c2F)c([N+](=O)[O-])n1	102	2	18	5	99	12	96	100	98	99	4
29	O=C(Cc1cc(=O)[nH]c(=O)[nH]1)NCc1ccccc1	105	x	16	-9	95	7	100	99	101	102	8
30	COCC(C)n1c(C)cc(C(=O)COC(=O)CN=C2NS(=O)(=O)c3ccccc32)c1C (stereo not given)	100	4	12	-70	98	5	98	101	99	98	-8
31	CCOCCCn1c(=S)[nH]c2cc(C(=O)N3CCOCC3)ccc2c1=O	99	x	65	-45	92	13	103	100	102	104	2
32	O=C(NCc1cccs1)C1CC(=O)N(C2CCCC2)C1 (stereo not given)	101	x	43	-8	99	8	101	98	100	98	2
33	O=c1c2[nH]c3cccc(Cl)c3c2ncn1Cc1ccncc1	100	-9	36	x	98	10	99	98	99	96	x
34	CCN(CC)C(=O)CSc1nsc(SCC(=O)N(CC)CC)c1C#N	100	15	16	-17	102	5	101	98	101	101	15
35	Cc1nc(N2CCN(C)CC2)[nH]c(=O)c1Cc1cccc2ccccc12	101	x	24	-28	100	15	99	99	101	101	-6
36	CCC(=O)c1ccc(N2CCN(C(=O)c3cccc(F)c3)CC2)c(F)c1	103	-15	14	-23	103	8	103	98	97	99	-7
37	CC1CCCCC1NC(=O)COc1ccc(-n2cnnn2)cc1 (stereo not given)	95	-14	32	-31	94	9	95	95	96	96	3
38	O=C(CCCn1c(=O)c2ccccc2n(CC(=O)N2CCN(c3ccccc3)CC2)c1=O)NCc1ccco1	100	-2	63	-27	98	14	97	99	98	99	7
39	O=C(CC1CC2CCC1C2)OCC(=O)c1c[nH]c2ccccc12 (stereo not given)	105	x	25	-8	106	9	108	103	107	106	-10
40	CC(C)CC(=O)NC(=S)Nc1ccccc1C(=O)Nc1ccccc1	97	x	79	-51	93	12	96	98	96	99	-4
41	CCCCOc1ccc(C(=O)NCCCC(=O)N2CCCCC2)cc1	101	x	13	-3	103	11	100	98	101	99	-8
42	CS(=O)(=O)N(CC(=O)NCCSCc1ccccc1)c1ccc2c(c1)OCO2	108	3	14	-14	103	10	102	98	96	102	9
43	COc1ccccc1NC(=S)NCC1CCCO1 (stereo not given)	103	-6	9	-4	100	4	98	98	101	103	12
44	Cc1cc(NCCNC2=CC(=O)CCC2)nc2ccccc12	107	x	13	-10	100	25	98	100	100	105	7
45	CC(C)NS(=O)(=O)c1ccc(OCC(N)=O)c(Cl)c1	97	8	29	-4	100	4	98	96	97	97	11
46	CCC(=O)NC(C)c1nc2ccccc2n1C (stereo not given)	u	15	26	-17	u	6	u	u	u	u	3
47	Cc1ccc(OCc2nc(C#N)c(NCc3ccc4c(c3)OCO4)o2)cc1	98	x	25	-7	95	22	97	98	96	95	10
48	C=CCc1c(C)nc2c(C(=O)O)cnn2c1C	101	x	33	x	100	12	101	99	102	102	x
49	CSc1cccc(NS(=O)(=O)c2cccs2)c1	103	x	24	-34	98	14	101	97	102	101	14
50	NS(=O)(=O)c1ccc2nc(NC(=O)C3CCCO3)sc2c1 (stereo not given)	100	x	9	5	97	12	100	101	100	99	8

# (cont.)
no.	smiles	Rac1 wt GTP bind	Pf gamet viab	GSH fluor	Mcl1-Bid inh	Rab7 wt GTP bind	Avidin fluor	Rab2 wt GTP	Rac1 mut GTP	HRas wt GTP	Cdc42 wt GTP	Mcl1 Noxa PPI
51	COC(=O)C1=NN(C(=O)c2cccc(Br)c2)C(O)(c2ccc(Cl)cc2)C1 (stereo not given)	85	10	20	-47	94	6	82	79*	85	78*	-87
52	COc1ccccc1-c1nnc(SCC(=O)NCc2ccco2)n1N	99	-3	13	-21	96	9	99	96	100	99	13
53	CCOc1ccccc1NC1=C(Cl)C(=O)N(c2ccccc2)C1=O	102	x	6	-27	98	3	100	99	98	99	16
54	C#CCOCCOCCOCCNc1nc(N2CCN(C(=O)[C@H](C)n3cc(CCCN=C(N)N)nn3)CC2)nc(N2CCN(C(=O)[C@H](Cc3ccc(O)cc3)n3cc(CCO)nn3)CC2)n1	107	x	17	48	103	10	103	100	100	105	34
55	Cc1cc(Cl)ccc1OCC(=O)NCCOc1nc(N2CCOCC2)nc(N2CCOCC2)n1	98	x	31	-7	97	10	99	98	99	98	-13
56	CC(C)OC(=O)/C(C#N)=C/c1cn(Cc2ccccc2)c2ccccc12	103	x	11	-2	103	5	99	98	101	100	-11
57	Cc1sc2ncn(CC(=O)NCc3ccccn3)c(=O)c2c1S(=O)(=O)N1CCOCC1	104	x	17	-7	94	33	98	98	98	102	1
58	CCCCC(c1nnnn1C1CCCC1)N1CCN(C(=O)c2ccco2)CC1 (stereo not given)	103	-2	22	29	99	10	101	100	102	103	17
59	Nc1nncn1C(=O)CCc1ccccc1	104	-2	21	-14	96	17	99	101	101	102	-8
60	CC1(C)CC2CC(C)(CN2S(=O)(=O)c2cccc(N)c2)C1 (stereo not given)	107	x	16	0	94	22	98	97	101	101	7
61	CCCCC(=O)Nc1cccc(C(C)O)c1 (stereo not given)	107	-1	9	-11	97	22	97	97	95	99	-14
62	O=C(CNC(=O)c1ccccc1)Nc1cccc(C(F)(F)F)c1	u	x	211*	-15	u	560*	u	u	u	u	8
63	CN(c1ccc([N+](=O)[O-])cc1C(N)=O)C1CCCCC1	98	x	10	-12	97	23	95	94	94	96	5
64	C[C@@H](C(=O)NCc1ccccc1)N1C(=O)C2CC=CCC2C1=O (stereo not given in full)	105	-40	12	-20	103	13	101	98	101	102	10
65	CCN1CCCC1CNC(=O)CN1C(=O)COc2ccc(C)cc21 (stereo not given)	109	x	17	-19	104	6	104	104	103	106	-16
66	COc1cc(S(=O)(=O)N2CCN(c3ccccc3)CC2)ccc1F	102	1	49	-6	99	7	97	99	97	99	-3
67	CCOC(=O)c1cn(CC(=O)Nc2ccc(C)cc2)nn1	101	-3	24	3	98	15	100	99	99	100	5
68	S=C1CSc2ccccc2N1	99	21	8	-21	94	12	98	91	94	99	-3
69	CC(=O)c1c(C)[nH]c(C(=O)O)c1C	u	1	13	-15	u	11	u	u	u	u	15
70	O=C(COc1cccc(-n2cnnn2)c1)Nc1ccccc1	102	28	19	5	101	6	96	97	99	98	0
71	COC(=O)c1ccc(CN2CCC(CO)(Cc3cccc(OC)c3)CC2)cc1	100	7	13	-18	102	10	96	96	99	95	-10
72	CCN(CC)CCCNc1nc2cc(OC)c(OC)cc2c2nc(-c3cccnc3)nn12	104	20	19	-22	97	36	98	101	101	104	38
73	CC(C)CNC(=O)C1CCCN(C(=O)NCc2ccccc2)C1 (stereo not given)	u	21	13	-10	u	7	u	u	u	u	-14
74	O=c1c2ccccc2sn1-c1ccccc1	u	28	15	-58	u	6	u	u	u	u	25

# Screening results (PubChem BioAssay)
